Screening data (PubChem BioAssay)
Nrf2 ARE act – Nrf2 pathway activation; AREc32 ARE-luciferase reporter (MCF7-derived line), luminescence, 24 h; Potency, µM (titrated, usually from 46.1 µM), without a hit: at the top dose activation, most hits filed as activators; 0.31% of 410,000 active; note: potency is the fitted concentration of half-maximal effect; % of control where 0% means no effect; nearly all actives have a fitted effect of over 65% in size
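Each well held 1000 AREc32 cells, which were incubated with compound for 24 hr at 37 deg C after overnight attachment, and ARE reporter activity was quantified by firefly luciferase luminescence.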
Mm-Cpn inhibitor – inhibitors of Methanococcus maripaludis chaperonin (MmCpn). Potency, µM (top dose mostly 76.9 µM), without a hit: top-dose activity, negative = inhibition, usual class: inhibitors. 0.031% of 330,000 active. purified Mm-Cpn ATPase, ADP Transcreener TR-FRET; note: potency is the fitted concentration of half-maximal effect; % is set by controls: 0 for no effect and ±100 for the full control effect; nearly all actives have a fitted effect of over 80% in size
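TR-FRET (320 nm excitation; 590 and 665 nm emission) reports ADP made from 10 uM ATP by 25 nM enzyme; compounds were preincubated 10 min, reaction run 30 min, both at 37°C.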
CCT chaperon mod – cytosolic chaperonin activity modulation; purified chaperonin ATPase assay, HTRF ADP detection, 30 min; activity change, % (concentration not given with the values), hits read low; 0.3% of 360,000 active; in the data active = activity change below about -30%; note: % is set by controls: 0 for no effect and ±100 for the full control effect
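First, chaperonin was dispensed at 40 nM or 20 nM final depending on batch activity. Next, compounds were pinned at 76 uM and ATP added at 10 uM. After 30 min at 37 °C, ADP detection reagents ran 30 min at ambient temperature.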
Nrf2 block – blocks Nrf2 signaling; A549 ARE-Fluc reporter, luciferase luminescence, 18-24 h; Potency, µM (titrated, usually from 46 µM), for inactives: at the top dose activity change, negative = inhibition, usual class: inhibitors; 2.1% of 360,000 active; note: potency is the fitted concentration of half-maximal effect; % is set by controls: 0 for no effect and ±100 for the full control effect; nearly all actives have a fitted effect of over 60% in size
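Nrf2 function is reported as luminescence of an ARE-controlled luciferase in A549 cells. Compounds were tested at several concentrations, and a CellTiter-Fluor read on the same wells flagged cytotoxicity.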
HepG2 viability – HepG2 cytotoxicity, counter-screen for TGF-b inhibitors. Potency, µM (doses to about 46.1 µM), inactives show top-dose activity change, negative = cytotoxicity, usual class: cytotoxic. HepG2 CAGA-GFP viability, ATP luminescence, 18 h. 0.76% of 410,000 active. AID 588856; note: potency is the fitted concentration of half-maximal effect; some results filed as inactive show a strong effect at the top dose
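HepG2 CAGA-GFP cells (1000/well, DMEM with 1% FBS) received compound, then TGF-beta at 500 pg/mL final, and were incubated 18 hours at 37 degrees C. Viability was read by CellTiter-Glo luminescence. Media-only wells were set as complete cell-killing and DMSO as no toxicity.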
A549 viability – A549 cytotoxicity, counter-screen for Nrf2 inhibitors; 0.16% of 390,000 active; Potency, µM (series often up to 46 µM), without a hit: at the top dose activity change, negative = cytotoxicity, hits mostly inhibitors; A549 ARE-Fluc cells, CellTiter-Fluor viability, 18-24 h; note: potency is the fitted concentration of half-maximal effect; % is set by controls: 0 for no effect and ±100 for the full control effect
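Cytotoxicity counterscreen: CellTiter-Fluor fluorescence was measured in A549 ARE_Fluc cells after 18-24 h of compound exposure in a concentration series. The subsequent BugLite luminescent read reports ARE-luciferase activity.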
ATXN viability – cell viability loss in ATXN counter-screen. AID 651635. 0.49% of 400,000 active. Potency, µM (titrated, usually from 56.7 µM), actives largely listed as cytotoxic. S2 cells (HEK-293 line with an ATXN2-luciferase reporter) viability, CellTiter-Fluor protease fluorescence, 24 h; note: potency is the fitted concentration of half-maximal effect; nearly all actives have a fitted effect of over 40% in size
TGFb SMAD3 inh – blocks TGF-b signaling; HepG2 CAGA-GFP TGF-b/SMAD3 reporter, GFP fluorescence, 18 h; TGF-beta stimulated, 500 pg/mL final; Potency, µM (doses to about 46.1 µM), inactives show top-dose activity, negative = inhibition, most hits filed as inhibitors; 1.2% of 410,000 active; AID 588855; note: potency is the fitted concentration of half-maximal effect; % is set by controls: 0 for no effect and ±100 for the full control effect; nearly all actives have a fitted effect of over 65% in size
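Read-out: total well GFP (ex488/em500-530) summed from mean per-cell fluorescence. Cells: HEPG2 CAGA-GFP, 1% FBS DMEM, 18 h at 37 degrees C with 500 pg/mL final TGF-beta. Unstimulated wells served as the full-inhibition control; stimulated DMSO wells = 0%.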
Akt phos inh – blocks phosphorylation of Akt; Neuro2A IGF-stimulated pAkt S473 HTRF, 20 min; stronger effect = lower value; AID 651550; 0.32% of 360,000 active; activity change, % for hits at 50 µM; in the data active = activity change below about -80%; inconclusive = mostly about -51% to -80%; note: % is set by controls: 0 for no effect and ±100 for the full control effect
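Neuro2A cells in DMEM with 0.5% FBS, overnight at 37 deg C, given compound at single 50 µM final, then IGF (6 nM final) for 20 min at 37 deg C. Lysed; phospho-Akt Ser473 by HTRF after 24 h, 665/615 ratio.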
An asterisk follows results filed as active; i = inactive; ? = inconclusive; nt = no result given; & = joins results of further samples; [ ] = another dose, or the depositor's remark. Unless noted, calls come from the whole dose curve; as a rule, active = well fitted curve in the direction sought with a large enough effect; inconclusive = small, poorly fitted or top-dose-only effect, or another doubt; inactive = no such curve, though single readings can be large; an effect the other way counts as inactive or inconclusive. Outcome played no part in choosing rows; any-hit rate near 4.4%.

Compound | Nrf2 ARE act | Mm-Cpn inhibitor | CCT chaperon mod | Nrf2 block | HepG2 viability | A549 viability | ATXN viability | TGFb SMAD3 inh | Akt phos inh
Cn1c(=O)[nH]c2c(cnn2C)c1=O | -0.5% | nt | -2.2 | 0% | 5% | 1% | i | 11% | i
CC1CN(C)C(C)CC1OC(=O)C(c1ccccc1)c1ccccc1 (centres undefined) | 0.3% | nt | 1.4 | 8% | -40% | 1% | i | -29% | i
O=C1CC(N2CCN(C3CCc4ccccc4C3)CC2)C(=O)N1c1ccccc1 (centres undefined) | 0.4% | nt | 0.4 | 12% | -5% | 10% | i | 11% | i
CC(=O)Nc1cccc(-n2nnc(SCC(=O)Nc3ccccc3)n2)c1 | 9.0% | 1% | -0.4 | -18% | 10% | -15% | i | -1% | i
Cn1cc([N+](=O)[O-])c(C(=O)NC2CCCC2)n1 | -0.7% | -3% | -1.9 | -9% | 2% | 0% | i | 13% | i
CCN1CCN(C(=S)c2ccc(Br)cc2)CC1 | 0.4% | -22% | -4.2 | 7% | -13% | 3% | i | -18% | i
O=C(NCCN1CCC(Cc2ccccc2)CC1)C1CCCN(S(=O)(=O)c2cnc[nH]2)C1 (centres undefined) | -0.5% | 0% | 0.3 | -13% | -9% | 8% | i | 2% | i
C=CCNC(=O)/C(=C\c1ccc2c(c1)OCO2)NC(=O)c1ccc(Br)cc1 | 2.8% | 1% | 0.3 | -17% | -6% | -4% | i | -15% | i
CC(C)CCOc1ncnc2c1sc1nc3c(cc12)CSC(C)(C)C3 | 0.2% | 0% | -6.7 | 1% | 4% | -1% | i | 4% | i
COc1ccccc1NC(=O)N(Cc1ccco1)Cc1cc2c(C)ccc(C)c2[nH]c1=O | 0.3% | -9% | 0.3 | 3% | 0% | -8% | i | -4% | i
CC1CCN(C(=O)Nc2ccc3nsnc3c2)CC1 | 6.2% | -9% | -2.1 | ? | 1% | 0% | i | -24% | i
Cc1ccc(C)c(NC(=O)CSc2nc3ccccc3nc2N2CCOCC2)c1 | 0.1%&1.1% | -3% | -1.0 | 9%&-13% | -5%&-7% | -4%&-4% | i | -3%&-11% | i
Cc1ccc(C(=O)Nc2ccc(S(=O)(=O)N3CCN(C)CC3)cc2)cc1 | -0.4% | -2% | 0.2 | 22% | -4% | -1% | i | -1% | i
CCOC(=O)c1cc2c(ccc3nc(C)c(C)c32)[nH]c1C | 0.6% | -2% | 1.0 | 12% | 11% | 0% | i | 0% | i
COCCN(CC(=O)NCc1ccc(F)cc1)C(=O)CCC(=O)Nc1nccs1 | 0.3% | 0% | -1.5 | nt | 35% | -3% | i | 11% | i
Cc1cc(C(C)(C)C)cc(C)c1COC(=O)C1CCC(=O)N1 (centres undefined) | 0.0% | -1% | -1.0 | nt | 6% | -2% | i | 17% | i
Cc1cc([N+](=O)[O-])c(C)cc1-c1ccc(/C=N/n2cnnc2)o1 | -0.2%[9.22 µM] | -1% | 2.7 | -5% | 0% | 0% | i | 19% | i
CCOc1ccc(CCNC(=O)CN(c2ccc(C)cc2)S(=O)(=O)N(C)C)cc1OCC | 0.6% | nt | nt | -25% | -1% | -1% | i | -5% | nt
CC1=CCC(C(=O)O)C(C(=O)Nc2nc3ccc(S(C)(=O)=O)cc3s2)C1 (centres undefined) | 0.1% | 4% | -1.4 | 2% | -4% | -2% | i | 4% | -120%*
CCc1nc2ccccc2c(C(=O)Nc2ccc(C)cc2)c1C | -1.1% | -2% | -2.7 | -8% | 3% | 7% | ? | 3% | i
O=C(O)C1CCN(C(=O)c2ccccc2N2C(=O)[C@@H]3Cc4c([nH]c5ccccc45)C(c4cccc(Cl)c4)N3C2=O)CC1 (some centres undefined) | 0.6% | -4% | 0.7 | 4% | -15% | -4% | i | 16% | i
CN(C(=O)COc1ccc(Cl)cc1Cl)c1nnc(C23CC4CC(CC(C4)C2)C3)s1 | -1.6% | 1% | -1.7 | 16% | -5% | 0% | i | 2% | i
O=C1C(Oc2ccc(Cl)cc2)C(c2ccc3c(c2)OCO3)N1CC1CCCO1 (centres undefined) | -0.4% | -1% | 0.8 | ? | 7% | -5% | ? | 2% | i
COc1cccc(OC)c1C(=O)N1CCNCC1 | -0.5% | 1% | -5.7 | -10% | 15% | 4% | i | 16% | i
Nc1nc(-c2ccco2)nc(N2CCCCC2)n1 | ? | 1% | -5.2 | 5% | 0% | -20% | i | -4% | i
O=S(=O)(c1ccc(S(=O)(=O)N2CCN(C/C=C/c3ccccc3)CC2)cc1)N1CCCC1 | -0.6% | 0% | 0.0 | 2% | -24% | -8% | i | -4% | i
COc1ccccc1NC(=S)NCCc1ccc(F)cc1 | -0.4% | -3% | -0.7 | -2% | -1% | 3% | i | 13% | i
CC(C)=CC(=O)N1CCC(N2CCC(C(=O)NCC3CCCO3)CC2)CC1 (centres undefined) | -1.1% | -1% | 0.7 | 6% | 4% | -12% | i | 5% | i
O=C(NNC(=O)c1ccc(S(=O)(=O)N2CCCCC2)cc1)c1ccccc1 | -0.6% | 0% | 2.1 | 5% | 13% | -1% | i | ? | i
COCC(=O)N1CCC(Oc2cccc(C(=O)NCc3ccccn3)c2)CC1 | -0.5% | -1% | 0.0 | 12% | 9% | 4% | i | 21% | i
COc1ccc(S(=O)(=O)N2CCOC23CCN(S(=O)(=O)c2cc(C)ccc2OC)CC3)cc1 | -0.7% | 0% | -2.3 | 2% | 3% | -4% | i | 2% | i
O=C(NNS(=O)(=O)c1ccccc1F)c1sccc1-n1cccc1 | -0.1% | 1% | -5.2 | 17% | -6% | -4% | i | -8% | i
CCC(C)Sc1nc2c(c(=O)[nH]c(=O)n2C)n1CCc1ccccc1 (centres undefined) | 2.4% | -6% | 1.3 | nt | 9% | 2% | i | 3% | i
Cc1cc(Cl)ccc1OCC(=O)N(Cc1sccc1C)C1CCS(=O)(=O)C1 (centres undefined) | 3.4% | nt | nt | ? | -1% | -23% | nt | nt | nt
Fc1ccccc1OCCn1c(=S)[nH]c2ccccc21 | 3.1% | -26% | 0.4 | 11% | 4% | 0% | i | -53% | i
CCN(Cc1nc(-c2ccc(OC)cc2)oc1C)S(=O)(=O)c1ccc(Cl)cc1 | -0.9% | nt | nt | nt | -32% | -1% | nt | ? | nt
Cc1noc(C)c1COc1ccccc1C(=O)N1CCN(S(=O)(=O)c2ccc(C(C)C)cc2)CC1 | -0.2% | nt | 0.6 | nt | 2% | nt | ? | 6% | i
CCOC(=O)C1CCN(c2nc3c(C)cccn3c(=O)c2/C=C(\C#N)S(=O)(=O)c2ccccc2)CC1 | 0.3% | -4% | -0.9 | 7% | -17% | -15% | ? | 4% | i
CCN(CC)S(=O)(=O)c1cc(-c2nn(C)c(=O)c3ccccc23)ccc1C | 3.9% | -1% | -1.0 | ? | -31% | -3% | i | 0% | i
COc1ccccc1N(Cc1ccccc1)S(=O)(=O)c1cccc(C(=O)Nc2ccc(C)cn2)c1 | -0.1% | -2% | 2.4 | -19% | 2% | 5% | i | -2% | i
CC(C)[C@@H]1NC(=O)c2cc([N+](=O)[O-])cc(I)c2NCCC[C@@H](C(N)=O)NC(=O)[C@H](CO)NC1=O | -0.8% | 2% | 1.1 | -10% | 2% | -19% | ? | -2% | i
O=C(O)CSCC(=O)N1CCCN(c2ccc(C(F)(F)F)cn2)CC1 | -1.1% | 3% | 1.0 | 5% | -2% | 2% | i | -9% | i
COc1ccc(-c2nnc3sc(C(C)N4C(=O)c5ccccc5C4=O)nn23)cc1 (centres undefined) | 0.2% | -7% | 0.5 | 5% | -27% | -2% | i | -16% | i
COc1ccc(CNC(=O)Cc2csc3nc(-c4ccc(F)cc4)cn23)cc1 | 6.7% | nt | nt | nt | -5% | -14% | ? | -5% | nt
COCCN(CC(=O)Nc1ccccc1C)S(=O)(=O)c1ccc(S(=O)(=O)N2CCCC2)cc1 | -0.1% | -2% | -0.5 | 0% | -12% | -2% | i | -18% | i
Nc1nc2ncc(CNc3ccc(C(=O)N[C@@H](CCC(=O)O)C(=O)O)cc3)nc2c(=O)[nH]1 | -0.8% | 1% | 2.0 | ? | 28% | -5% | i | 17% | i
O=C(NCc1ccccc1)c1cnc2n(c1=O)CCS2 | 1.0% | 0% | -0.3 | 16% | -14% | 10% | i | -11% | i
Cc1cc2nn(-c3ccc(F)cc3)nc2cc1NC(=O)c1cccc2ccccc12 | -1.0% | nt | nt | 29% | 8% | -7% | ? | 2% | nt
CCC1(CC)Cc2ccccc2C(N)=C1C#N | 2.1% | 0% | -1.2 | -12% | -54% | -8% | i | 1% | i

Quoted at random: 4 entries already listed
Compound | Nrf2 ARE act | Mm-Cpn inhibitor | CCT chaperon mod | Nrf2 block | HepG2 viability | A549 viability | ATXN viability | TGFb SMAD3 inh | Akt phos inh
CN(C(=O)COc1ccc(Cl)cc1Cl)c1nnc(C23CC4CC(CC(C4)C2)C3)s1 | -1.6% | 1% | -1.7 | 16% | -5% | 0% | i | 2% | i
CCOc1ccc(CCNC(=O)CN(c2ccc(C)cc2)S(=O)(=O)N(C)C)cc1OCC | 0.6% | nt | nt | -25% | -1% | -1% | i | -5% | nt
CC(C)[C@@H]1NC(=O)c2cc([N+](=O)[O-])cc(I)c2NCCC[C@@H](C(N)=O)NC(=O)[C@H](CO)NC1=O | -0.8% | 2% | 1.1 | -10% | 2% | -19% | ? | -2% | i
Nc1nc(-c2ccco2)nc(N2CCCCC2)n1 | ? | 1% | -5.2 | 5% | 0% | -20% | i | -4% | i

Entries listed so far that bear a hit mark in Akt phos inh:
| molecule | Nrf2 ARE act | Mm-Cpn inhibitor | CCT chaperon mod | TGFb SMAD3 inh | Akt phos inh |
| --- | --- | --- | --- | --- | --- |
| CC1=CCC(C(=O)O)C(C(=O)Nc2nc3ccc(S(C)(=O)=O)cc3s2)C1 (centres undefined) | 0.1% | 4% | -1.4 | 4% | -120%* |
